M1 PAM: positive allosteric modulators of human M1 muscarinic receptor | activation, % at 3 µM | CHO-K1 hM1, Fluo-8 calcium fluorescence, ACh EC20; 0% = ACh EC20, 100% = maximal ACh | 360,000 tested, 0.088% active; in the data active = activation above about 19%, passing the limit was not always enough
Target sequence (P11229 whole entry, looked up): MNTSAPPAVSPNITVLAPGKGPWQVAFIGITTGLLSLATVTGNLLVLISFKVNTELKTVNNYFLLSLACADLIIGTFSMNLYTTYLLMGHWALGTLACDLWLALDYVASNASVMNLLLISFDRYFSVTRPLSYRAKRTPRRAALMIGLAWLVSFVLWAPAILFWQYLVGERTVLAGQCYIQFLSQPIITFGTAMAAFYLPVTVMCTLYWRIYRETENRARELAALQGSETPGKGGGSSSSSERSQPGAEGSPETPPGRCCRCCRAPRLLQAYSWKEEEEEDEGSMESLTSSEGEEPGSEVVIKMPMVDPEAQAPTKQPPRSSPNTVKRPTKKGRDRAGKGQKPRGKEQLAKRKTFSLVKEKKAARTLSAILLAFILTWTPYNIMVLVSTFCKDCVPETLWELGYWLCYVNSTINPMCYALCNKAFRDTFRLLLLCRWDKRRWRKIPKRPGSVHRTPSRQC
M1 ag parental: counter-screen for M1 agonists: effect in parental CHO-K1 cells; Fluo-8 calcium fluorescence; scaled to maximal ATP response, vehicle zero; activation, % at 3 µM; 360,000 tested, 0.48% active; in the data active = activation above about 15%;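 note: untransfected CHO-K1 host cells lacking M1 receptor as counterscreen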
CHRM4 agonist: agonists of human muscarinic M4 receptor (CHRM4). CHO-K1 hM4/Gqi5, Fluo-8 calcium fluorescence; vehicle 0%, full acetylcholine response 100%. 360,000 tested, 0.14% active. activation, % at 3 µM;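 active = activation above the run mean over all test wells plus 3 SD, cut at about 32% in these data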;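 note: peak over basal fluorescence ratio per well then scaled between controls; 0% = DMSO wells and 100% = acetylcholine at EC100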
Target sequence (P08173 whole entry, looked up): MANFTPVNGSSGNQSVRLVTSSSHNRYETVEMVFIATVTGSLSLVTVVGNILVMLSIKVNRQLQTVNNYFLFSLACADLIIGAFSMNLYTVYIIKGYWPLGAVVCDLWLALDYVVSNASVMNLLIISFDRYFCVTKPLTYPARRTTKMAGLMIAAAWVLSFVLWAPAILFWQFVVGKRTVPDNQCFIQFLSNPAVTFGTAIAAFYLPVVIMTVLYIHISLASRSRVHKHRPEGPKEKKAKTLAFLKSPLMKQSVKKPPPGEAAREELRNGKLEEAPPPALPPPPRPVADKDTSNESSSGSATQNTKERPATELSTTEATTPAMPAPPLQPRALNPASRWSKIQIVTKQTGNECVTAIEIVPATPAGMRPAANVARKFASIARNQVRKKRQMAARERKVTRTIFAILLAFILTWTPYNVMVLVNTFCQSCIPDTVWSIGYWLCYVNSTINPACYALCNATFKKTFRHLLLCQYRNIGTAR
OXTR potentiator: potentiates the human oxytocin receptor response. 320,000 tested, 0.061% active. activation, % at 3 µM. CHO-OTR cells, Fluo-8 calcium fluorescence, potentiator mode; 0% = oxytocin EC15, 100% = EC100. P30559;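 active = activation above that plate's cutoff, the mean activation of tested compounds plus 3 SD, cut at about 6.6% in these data, passing the limit was not always enough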;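 note: 100% uses oxytocin at 75 nM as the full agonist control; some results filed as inactive read as strong as hits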
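Replication – single well per compound, singlicate · Assay system – CHO cell line stably expressing human OTR · Timing – 6 min pre-incubation, 100 s read · Measure – normalized max/min fluorescence ratio, % activation · Doses – 3.0 µM, one dose · Detection – Fluo-8 calcium dye fluorescence · Probe or stimulus – oxytocin near EC15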
M4 antag: blocks acetylcholine activation of human M4 receptor | 360,000 tested, 0.73% active | P08173 | CHO-hM4 cells, ACh EC80, Fluo-8 calcium fluorescence | inhibition, % at 3 µM;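 active = inhibition above its plate's cutoff, the mean inhibition of sample wells plus 3 SD, cut at about 27% in these data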;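 note: 0% = acetylcholine EC80 with DMSO and 100% = DMSO without agonist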
CHO parental Ca: counter-screen for OX1R antagonists: effect in parental CHO cells; parental CHO-K1, ATP-induced calcium, Fluo-8 fluorescence; inhibition, % at 5.6 µM; 330,000 tested, 0.63% active; AID 463079;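 active = inhibition above that plate's mean sample inhibition plus 3 SD, cut at about 26% in these data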;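 note: 0% = ATP-challenged DMSO wells and 100% = DMSO wells without ATP; some compounds past the cut are filed as inactive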
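Assay system – parental CHO cells · Reagent – ATP stimulus · Detection – intracellular calcium via Fluo-8 no-wash fluorescent dye · Evaluation – percent inhibition of ATP-evoked calcium rise, normalized to controls · Controls – ATP wells versus no-ATP DMSO wells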
M1 antag: antagonists of human M1 muscarinic receptor; CHO-K1 hM1, Fluo-8 calcium fluorescence, ACh EC80 antagonist; inhibition, % at 3 µM; P11229; 360,000 tested, 1.3% active;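 active = percent inhibition above its own plate's cutoff, namely the mean of that plate's compound wells plus 3 SD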;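 note: peak over basal fluorescence ratio during 140 s after agonist addition; 0% = ACh EC80 plus DMSO and 100% = DMSO alone without agonist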
CHO-K1 Ca antag: nonselective inhibitor or artifact in parental CHO-K1 cells; ATP-induced calcium, Fluo-8 fluorescence; inhibition, % at 3 µM; 360,000 tested, 0.6% active;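 active = inhibition above a per-plate cutoff, the plate's mean sample inhibition plus 3 SD, cut at about 24% in these data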;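 note: 0% = DMSO plus EC80 ATP and 100% = DMSO alone without ATP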
M1 ag: activates human CHRM1 receptor | P11229 | CHO-K1 hM1, Fluo-8 calcium fluorescence, agonist mode; 0% DMSO, 100% acetylcholine EC100 | activation, % at 3 µM | 360,000 tested, 0.33% active | AID 588814;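 active = activation above the run's mean compound activation plus 3 SD, cut at about 16% in these data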;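 note: peak over basal fluorescence ratio within a 140 s kinetic read after compound addition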
Starred values were filed as active, the others as inactive; x = no result given; & = joins results of further samples.

SMILES | M1 PAM | M1 ag parental | CHRM4 agonist | OXTR potentiator | M4 antag | CHO parental Ca | M1 antag | CHO-K1 Ca antag | M1 ag
COc1cc(NC(=O)Cn2ncc(Cl)c(Cl)c2=O)c(C)cc1[N+](=O)[O-] | 6 | -0.2 | -1 | x | 11 | x | -4 | -11 | -3
CN1CCN(S(=O)(=O)c2cccc(C(=O)Nc3cc(C(F)(F)F)ccc3N3CCCCC3)c2)CC1 | -3 | -0.1 | 0 | -8 | 3 | -7 | 6 | -2 | -5
Cc1ccc(Nc2nc3c(c(=O)[nH]2)CCCC3)cc1 | 6 | 0.9 | 1 | -8 | -14 | -9 | -21 | -24 | 1
Cc1cc(N2C(=O)C(O)=C(C(=O)c3ccco3)C2c2cccc(Oc3ccccc3)c2)no1 (stereo not given) | 11 | -0.4 | -1 | -3 | 8 | -10 | -11 | -6 | -2
Cc1nc(SCC(=O)NCC(F)(F)F)c2c(-c3cccs3)csc2n1 | -8 | 1.0 | 4 | -6 | -1 | -11 | 10 | 19 | -9
O=C(NCCc1ccccc1)C(=O)c1c(-c2ccccc2)cc2ccccn12 | 7 | 1.6 | 2 | -5 | -8 | -30 | -4 | -1 | -12
COC(=O)N/N=C(\C)c1ccc(OC(F)F)cc1 | 2 | 0.2 | 1 | -6 | 2 | -20 | -5 | 0 | -8
Cc1c(-c2ccccc2)n(O)[n+]([O-])c1-c1ccccc1 | 0 | 0.5 | 0 | x | -4 | x | 4 | 2 | -3
CC(=O)Nc1ccc2c(c1)C(N1CC3CCC(CC3)C1)c1ccccc1-2 (stereo not given) | 12 | 0.2 | 0 | x | -17 | x | -23 | -12 | -1
OCCC1CN(Cc2cnn(-c3ccc(F)cc3)c2)CCN1Cc1ccsc1 (stereo not given) | -10 | 0.3 | 1 | -10 | 1 | -15 | 12 | 21 | -10
COc1ccccc1-c1ccc(Nc2cccc(C(F)(F)F)c2)nn1 | 5 | -0.1 | 0 | -1 | 14 | 15 | 0 | 4 | -3
O=C(NCc1ccco1)C(=O)NCC1OCCCN1S(=O)(=O)c1ccc(Cl)cc1 (stereo not given) | 4 | 0.3 | 1 | -4 | 3 | -19 | -2 | 4 | -5
CCOCCCNC(=S)N1CCC(NC(=O)c2ccco2)CC1 | 3 | 0.8 | 2 | 1 | -1 | -4 | 5 | -10 | -6
O=C(O)C(Cc1ccccc1)N1C(=O)/C(=C/c2cccnc2)SC1=S (stereo not given) | 1 | 0.6 | 0 | 0 | -4 | -3 | -18 | -14 | -1
COC(=O)N/N=C/c1ccc(-c2ccc(Cl)cc2Cl)o1 | 15 | 0.0 | 2 | -1 | -3 | -1 | -12 | -1 | -4
O=C(O)CCCn1cc(NC(=O)COc2ccc([N+](=O)[O-])cc2)cn1 | 3 | 0.0 | 1 | -4 | 3 | -5 | -1 | -11 | -7
CCCC(NC(=O)c1ccc(Br)o1)c1nc2ccccc2[nH]1 (stereo not given) | 5 | -0.4 | 1 | -1 | 3 | -12 | 3 | -14 | -7
O=C(Nc1ccc(Cl)cc1N1CCOCC1)C1CC1 | 6 | 0.0 | 1 | 2 | 4 | -2 | -9 | -6 | -1
CN(C)CCCOc1ccc(-c2cccc3nncn23)cn1 | 6 | -0.2 | 1 | x | -17 | x | -6 | 1 | -7
C/C(Cc1ccccc1)=N\NC(=O)CNC(=O)c1cccc(F)c1 | 14 | -0.7 | 2 | -3 | -11 | -5 | -19 | -19 | -2
COc1ccc(CCNC(=O)CSc2nnnn2-c2ccc(OC)c(OC)c2)cc1OC | 8 | 4.2 | 0 | 0 | 5 | -6 | -3 | 8 | -8
Cc1ccc2ncnc(Nc3ccccc3)c2c1 | 3 | 0.1 | 4 | 2 | -20 | -15 | -12 | 0 | -6
COc1ccccc1C(=O)COC(=O)COc1cccc2c1OC(C)(C)C2 | 4 | 0.8 | 3 | -6 | -1 | 1 | -3 | -13 | -3
Cc1[nH]c2ccc(-c3n[nH]c(=S)n3-c3ccc(Br)cc3)cc2c1C | 1 | 0.0 | 1 | -5 | 12 | -12 | 16 | 10 | -2
Cc1nc(SCC(=O)c2ccc(Cl)cc2)c([N+](=O)[O-])[nH]1 | 1 | 1.1 | 0 | 0 | -2 | -1 | 1 | 2 | -1

Complete entries, looked up by structure:
Entry for COc1cc(NC(=O)Cn2ncc(Cl)c(Cl)c2=O)c(C)cc1[N+](=O)[O-] → M1 PAM = 6; M1 ag parental = -0.2; CHRM4 agonist = -1; OXTR potentiator = x; M4 antag = 11; CHO parental Ca = x; M1 antag = -4; CHO-K1 Ca antag = -11; M1 ag = -3
Entry for OCCC1CN(Cc2cnn(-c3ccc(F)cc3)c2)CCN1Cc1ccsc1 (stereo not given) → M1 PAM = -10; M1 ag parental = 0.3; CHRM4 agonist = 1; OXTR potentiator = -10; M4 antag = 1; CHO parental Ca = -15; M1 antag = 12; CHO-K1 Ca antag = 21; M1 ag = -10

Some entries already given, limited to M1 ag parental, OXTR potentiator and M1 PAM.
Structure	M1 ag parental	OXTR potentiator	M1 PAM
CN(C)CCCOc1ccc(-c2cccc3nncn23)cn1	-0.2	x	6
COc1ccc(CCNC(=O)CSc2nnnn2-c2ccc(OC)c(OC)c2)cc1OC	4.2	0	8
COc1ccccc1C(=O)COC(=O)COc1cccc2c1OC(C)(C)C2	0.8	-6	4
O=C(O)C(Cc1ccccc1)N1C(=O)/C(=C/c2cccnc2)SC1=S (stereo not given)	0.6	0	1
COc1cc(NC(=O)Cn2ncc(Cl)c(Cl)c2=O)c(C)cc1[N+](=O)[O-]	-0.2	x	6
Cc1ccc2ncnc(Nc3ccccc3)c2c1	0.1	2	3
O=C(Nc1ccc(Cl)cc1N1CCOCC1)C1CC1	0.0	2	6

New compounds follow.
SMILES | M1 PAM | M1 ag parental | CHRM4 agonist | OXTR potentiator | M4 antag | CHO parental Ca | M1 antag | CHO-K1 Ca antag | M1 ag
CC(C)CC1Nc2ccc(C(=O)NCCCN3CCCCC3C)cc2NC1=O (stereo not given) | 1 | 1.5 | 1 | 9 | 9 | -10 | -3 | -8 | -5
Fc1ccc2nc(N3CCOCC3)sc2c1 | 11 | 0.0 | 2 | 4 | -5 | -3 | 5 | -13 | 0
CCOc1ccc(NC(=O)c2ccc3c(c2)N(C)CCS3)cc1 | 4 | 0.5 | 4 | x | -14 | x | -11 | -9 | 8
CCOC(=O)/C(N=O)=C(\O)C1CCN(C(=O)OCC)CC1 | 7 | 0.2 | 0 | -4 | -6 | -1 | -9 | -12 | -3
CCOc1ccc(C(=O)N2CCc3cc(OC)c(OC)cc3C2)cc1OCC | 6 | 2.9 | 1 | 0 | 1 | -21 | -5 | 7 | -2
CCN1CCN(C(=S)Nc2ccc([N+](=O)[O-])cc2)CC1 | 2 | 0.3 | 1 | 0 | -6 | -6 | -22 | -11 | -6
COc1cc(/C=N/NC(=O)c2ccc3c(c2)OCCO3)cc(Br)c1O | -1 | 0.6 | 1 | -11 | 1 | -6 | -8 | -1 | 1
CCOC(=O)c1c(NC(=O)CCCN2CCOCC2)sc2c1CC(C)(C)OC2 | -1 | 1.8 | 6 | -5 | -5 | -24 | 6 | 5 | -2
CC(=O)N1CCN(C(=O)c2cc3ccccc3o2)CC1 | 15 | 0.5 | 0 | 6 | 2 | 8 | -13 | -12 | -5
C[n+]1c2n(c3ccccc31)N=C(c1ccccc1)CS2 | 6&5 | 0.8&-0.2 | 1&0 | -2&-14 | -4&8 | -6&-20 | 6&-10 | 8&11 | -6&-6
COc1cc(O)oc1C=Nc1ccc(C(=O)O)cc1 | -12 | 0.1 | 0 | -9 | 5 | 3 | 16 | 4 | -2
O=C1CC(c2ccccc2F)C2=C(COC2=O)N1 (stereo not given) | 12 | -0.5 | 1 | -16 | -5 | 7 | -2 | 20 | -3
O=c1cc(CO)oc(C(Nc2ccccn2)c2ccccc2F)c1O (stereo not given) | 13 | 0.2 | 1 | -8 | -15 | 18 | -23 | -9 | 0
CCOc1nc2cnccc2n(CC(=O)Nc2cccc(C)c2)c1=O | -2 | 0.6 | 0 | -10 | -3 | -9 | 11 | -8 | -4
Cc1nnc(Cl)c2nn(-c3ccccc3)c(C)c12 | 7 | -0.4 | 0 | -5 | 9 | -11 | -6 | 1 | -2
O=c1oc2cc(O[C@@H]3OC[C@@H](O)[C@H](O)[C@H]3O)ccc2c2ccccc12 | 8 | 0.0 | 1 | -6 | -17 | 1 | -18 | -2 | -2
CNC(=O)COC(=O)c1c2c(nc3ccccc13)CCC2 | 2 | 0.7 | 0 | -2 | 8 | -11 | 12 | 4 | -3
Cc1cccc(NC(=S)N(CCN2CCOCC2)Cc2cc3cc4c(cc3[nH]c2=O)OCCO4)c1 | 1 | 0.9 | 2 | -9 | -4 | -6 | 1 | -15 | -5
Cc1cccc(N(C)S(=O)(=O)c2csc(C(N)=O)c2)c1 | 10 | 4.4 | 9 | -18 | 1 | -4 | -7 | 19 | 0
CCc1ccc(-c2csc(NC(=O)c3cccnc3)n2)cc1 | -6 | 9.5 | 12 | -7 | 2 | -13 | -2 | 2 | -8
O=[N+]([O-])c1cc2c(cc1/C=N/NS(=O)(=O)c1ccc(Br)cc1)OCO2 | 9 | 0.2 | 0 | -5 | -1 | 6 | -4 | -6 | -13
Cc1ccc(NC(=O)CSCc2n[nH]c(=O)[nH]2)c(Br)c1 | 13 | 1.6 | 0 | -2 | 4 | -5 | -7 | -7 | -6
OC[C@@H]1CN(CCN2CCOCC2)C[C@H](n2cnc3c(Nc4ccccc4)ncnc32)O1 | 0 | -0.2 | 1 | x | 5 | x | -3 | -6 | 0
O=C(O)CCC(=O)c1ccc2c(c1)OCCCO2 | 9 | 0.2 | 1 | -1 | 10 | -12 | -11 | -6 | -1
COc1ccc(/C=C/C(=O)Nc2ccccc2C(=O)NCC(c2ccc(OC)cc2)N(C)C)cc1 (stereo not given) | -2 | 2.1 | 12 | -10 | 4 | -45 | -2 | -17 | -10
COc1ccc(CNC(=O)C(C)Sc2ccc(S(=O)(=O)N3CCOCC3)cn2)cc1 (stereo not given) | 0 | 0.3 | 1 | x | -2 | x | 4 | 2 | -2
CCCn1nc(C(=O)NNC(=O)Cc2ccc(S(=O)(=O)N3CCOCC3)s2)c2ccccc2c1=O | 3 | -1.1 | 1 | -3 | -18 | -2 | 5 | 13 | -2
COc1ccc(CCNC(=O)c2ccc3c(c2)N(Cc2ccccc2)CCS3)cc1OC | -14 | 7.6 | 14 | -5 | 12 | -4 | 39* | -4 | 1
CCN(CC(=O)Nc1ccccc1C(F)(F)F)C(=O)CCS(=O)(=O)c1ccc(Cl)cc1 | -5 | 0.9 | 4 | -8 | -15 | -8 | 6 | 6 | 0

Screening data: PubChem, The Scripps Research Institute Molecular Screening Center
